GAA glycogen: qHTS Assay for Inhibitors and Activators of Human alpha-Glucosidase Cleavage of Glycogen. hit rate 0.38% among 300,000. Lysosomal alpha-glucosidase (Homo sapiens), P10253. Potency, µM (doses to about 76.4 µM), for inactives: top-dose activity change, negative = inhibition, most hits filed as inhibitors. recombinant GAA, glycogen substrate, Amplex Red glucose oxidase fluorescence; active = well fitted inhibition curve with a large enough effect;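 also: 0% = full enzyme reaction and -100% = no-enzyme basal signal; the screen sought inhibitors and activators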
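qHTS, 1536-well; enzyme 4 nM final; cpd up to 77 uM; substrate bovine liver glycogen 30 ug; 50 mM citrate/phosphate pH 5.0, 0.01% Tween-20; 37 C, 40 min; Amplex Red detection 45 min RT; Hill fit → AC50.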
Active calls of the source: *; [ ] = another dose, or the depositor's remark. Potency is read from the fitted curve at half-maximal effect.

SMILES | GAA glycogen
CCC(C)NC(=O)C1(O)c2ccccc2NC(=O)N1c1ccc(C)c(C)c1 (centres undefined) | 7.8%
COc1ccc(OC)c(S(=O)(=O)N2CCCC(N3CCN(c4ccccc4)CC3)C2)c1 (centres undefined) | -2.3%[76.3 µM]
COc1ccc(C2C3=C(CCCC3=O)N(CC(=O)O)C3=C2C(=O)CCC3)cc1 | 2.0%[76.3 µM]
CCN1C(=O)[C@H]2[C@@H](c3ccc(C)cc3)N3C(=O)N(c4ccc(C)cc4)C(=O)[C@@]3(Cc3ccc(Cl)cc3)[C@H]2C1=O | 18.7%[76.3 µM]
COc1ccccc1-c1ccc(SCC(=O)NC2CCCCC2)nn1 | 1.9%[76.3 µM]
C[C@H](NC(=O)[C@H]1N2C(=O)c3ccccc3C2SC1(C)C)C(=O)NCc1ccncc1 (some centres undefined) | -1.9%[76.3 µM]
NC(=O)c1ccc(NC(=O)CSc2cn(CC(=O)N3CCOCC3)c3ccccc23)cc1 | -5.2%[76.3 µM]
COc1ccc(S(=O)(=O)N2CCC(NC(=O)C3CCCCC3)CC2)cc1 | -0.4%
CCc1cccc(NC(=O)C2CCCN(S(=O)(=O)c3cccnc3)C2)c1 (centres undefined) | -21.9%[76.3 µM]
COC(=O)c1cc(NC(=O)Cc2cccs2)cc(C(=O)OC)c1 | 3.2%[76.3 µM]
COc1ccccc1C(C)NS(=O)(=O)c1cccs1 (centres undefined) | -4.6%[76.3 µM]
Cc1cccn2c(=O)c3cc(C(=O)N4CC(C)CC(C)C4)sc3nc12 (centres undefined) | 8.7%

Compounds from the list above that have an aryl thioether with sulfur outside any ring, in the order listed:
SMILES | GAA glycogen
COc1ccccc1-c1ccc(SCC(=O)NC2CCCCC2)nn1 | 1.9%[76.3 µM]
NC(=O)c1ccc(NC(=O)CSc2cn(CC(=O)N3CCOCC3)c3ccccc23)cc1 | -5.2%[76.3 µM]

The results go on:
SMILES | GAA glycogen
O=C(O)c1ccccc1C(=O)NC1CCN(c2nccc(C(F)(F)F)n2)CC1 | 2.9%
CN(C)C(=O)C1Cc2ccccc2CN1S(=O)(=O)c1ccc(F)cc1 (centres undefined) | -13.2%[76.3 µM]
CCOc1ncccc1C(=O)NCCc1ccc(OC)cc1 | 1.8%
O=C1NC(=O)C2(CCCc3ccccc32)N1 (centres undefined) | -0.9%[76.3 µM]
CC(C)c1ccc(O)c(NC(=S)NC(=O)c2ccc3c(c2)OCO3)c1 | -2.9%[76.3 µM]
Cc1ccccc1-n1ncc2c1CC(C)(C)CC2NC(=O)CSc1ccncc1 (centres undefined) | -0.3%[76.3 µM]
Cc1cccc(NC(=O)CSc2n[nH]c(-c3cccnc3)n2)c1 | 4.0%[76.3 µM]
O=C(C1CCCN(Cc2cccc(Cl)c2)C1)N1CCCCC1 (centres undefined) | -2.5%
COc1ccccc1/C=N\NC(=O)c1c(C)nc2ccc(Cl)cn12 | -4.3%[76.3 µM]
CC(C)[C@H](NC(=O)N1CC(=O)Nc2ccccc21)C(=O)N[C@H](Cc1ccccc1)C(=O)O | -7.3%[76.3 µM]
CCc1cc(=O)oc2c(C)c(OC(C)C(=O)NC3CC(C)(C)NC(C)(C)C3)ccc12 (centres undefined) | 1.2%[76.3 µM]
CCc1cc(=O)oc2c3c(cc(OCC(=O)NCc4cccnc4)c12)OC(C)(C)CC3 | -17.5%[76.3 µM]
CCOc1c(Cl)cc(CNc2nnnn2C)cc1OC | 6.5%[76.3 µM]
CC1Sc2ccc(S(=O)(=O)NCCc3ccc(Cl)cc3)cc2NC1=O (centres undefined) | -0.8%[76.3 µM]
CN(C)CCCN(C(=O)c1cc(-c2cccs2)nc2ccccc12)c1nc2c(F)cccc2s1 | -4.6%[76.3 µM]
CCC(C(=O)NCc1cccc(C)c1)n1nc(C)c2c(C)n(-c3ccccc3)nc2c1=O (centres undefined) | -4.0%[76.3 µM]
COC(=O)c1ccc(OCC(O)CN2CCN(C(=O)c3ccco3)CC2)cc1 (centres undefined) | -13.1%
COc1cccc(CN2CCN(c3ncccn3)CC2)c1OC | 10.9%[76.3 µM]
COc1ccc(OC)c(S(=O)(=O)n2cnc3ccccc32)c1 | 1.8%[76.3 µM]
Cc1cccc(NC(=S)NC2CCSc3ccccc32)c1 (centres undefined) | 0.8%[76.3 µM]
O=C(Nc1ccc(CN2CCOCC2)cc1)c1ccc(Cl)cc1 | -5.9%[76.3 µM]
N#Cc1nc(-c2cccc(Cl)c2)oc1N1CCC(C(N)=O)CC1 | 5.4%
CC(=O)Nc1ccc(NC(=O)C2CCCCN2S(=O)(=O)c2ccc(C(C)(C)C)cc2)cc1 (centres undefined) | 1.6%
Cc1cccc(NC(=O)CCNC(=O)c2ccc(Br)cc2)c1 | -4.5%
O=C(CN1CCC(C(=O)c2ccc(Cl)cc2)CC1)NC1CCCC1 | 1.9%
COC(=O)c1ccccc1NC(=O)N1CCc2ccc(NC(=O)c3ccccn3)cc2C1 | -0.8%[76.3 µM]
c1ccc(Cc2ccc(OCCn3ccnc3)cc2)cc1 | 4.4%[76.3 µM]
CCC(C)(C)NS(=O)(=O)c1cc(CN2C(=O)c3cccnc3C2=O)ccc1OC | 3.9%
CCc1cc2c(=O)c(-c3nc4ccccc4n3C)coc2c(CN2CCC(C)CC2)c1O | -17.7%
COc1ccc(CN2CCN(Cc3ccc(C(F)(F)F)cc3)CC2)cc1 | -4.8%[76.3 µM]
Cc1ccc(-c2csc(NC(=O)CN3CCOCC3)n2)cc1 | 0.6%
COc1ccc(CC(=O)OCC(=O)N2CCCC(C)C2)cc1 (centres undefined) | 2.8%
CCOc1ccccc1/C=N/n1c(COc2ccccc2)n[nH]c1=S | -29.3%
COc1ccc(-c2nc3ccccn3c2Cl)cc1 | -8.1%
O=C(NCCN1CCN(c2ccccc2)CC1)Nc1ccc(Cl)cc1 | -12.4%
COCCN(C(=O)CSc1nnc(-c2ccc(Cl)cc2)o1)c1c(N)n(CC(C)C)c(=O)[nH]c1=O | -2.1%[76.3 µM]

3 entries from above, as labelled records:
> CN(C)C(=O)C1Cc2ccccc2CN1S(=O)(=O)c1ccc(F)cc1 (centres undefined)
  GAA glycogen: -13.2%[76.3 µM]

> CCOc1ncccc1C(=O)NCCc1ccc(OC)cc1
  GAA glycogen: 1.8%

> O=C1NC(=O)C2(CCCc3ccccc32)N1 (centres undefined)
  GAA glycogen: -0.9%[76.3 µM]

Continuation:
SMILES | GAA glycogen
Cc1ccccc1C1NC(=O)c2ccccc2O1 (centres undefined) | -1.1%[76.3 µM]
O=C(Nc1ccc(N2CCOCC2)cc1N1CCOCC1)c1ccc(Cl)cc1 | -0.5%[76.3 µM]
Cc1ccc(NC(=O)C2CCN(S(=O)(=O)c3ccc4c(c3)C(C)(C)C(=O)N4C)CC2)c(C)c1 | -12.2%[76.3 µM]
CC(NC(=O)Cc1ccc(Br)cc1)c1ccccc1 (centres undefined) | -7.8%[76.3 µM]
C/C(=N\NC(=O)Cc1ccc(Cl)cc1)c1ccccc1O | 1.7%[76.3 µM]
CC1(c2ccc(OC(F)F)cc2)NC(=O)N(CC(=O)Nc2ccc(OC(F)F)cc2)C1=O (centres undefined) | 5.1%
COc1ccc(NC(=O)CN2CCN(CC(=O)Nc3ccc(F)cc3)CC2)c(OC)c1 | -6.2%
O=C(NCCCc1ccccc1)C1CCC(=O)N(Cc2ccc(Cl)cc2)C1 (centres undefined) | -9.8%[76.3 µM]
COc1ccccc1CNC(=O)C/C(C)=N/NC(=O)Cc1ccc(Cl)cc1 | 9.2%[76.3 µM]
Cc1cc(Cl)c2oc(C(=O)N(C)Cc3cc(C)[nH]n3)c(C)c2c1 | -7.0%[76.3 µM]
Cc1cc2cc(C#N)c(SCC(=O)Nc3nonc3C)nc2cc1C | -3.6%
CCS(=O)(=O)N1Cc2ccccc2CC1C(=O)Nc1cccc(OC)c1 (centres undefined) | 3.0%
O=[N+]([O-])c1cccc(S(=O)(=O)NC2CC3CCC2C3)c1 (centres undefined) | 14.0%[76.3 µM]
Cc1cccc(C(=O)OCC(=O)NC(=O)Cc2ccccc2)c1O | -1.3%[76.3 µM]
Cc1ccc(NC(=O)CCNC(=O)c2ccco2)cc1Cl | -3.7%
O=S(=O)(c1ccc2ccccc2c1)N1CCNCC1 | 13.7%[76.3 µM]
CN(C)S(=O)(=O)c1ccc(C(=O)NCc2nnc(SCC(=O)NCc3ccco3)o2)cc1 | -15.7%[76.3 µM]
O=C(C1CC(=O)N(c2ccc(Cl)cc2)C1)N1CCOCC1 (centres undefined) | -0.8%
CC(C)(C)c1ccc(C(=O)NCCOc2ccccc2F)cc1 | -0.3%
CSc1ncccc1C(=O)NC(C)CCc1ccccc1 (centres undefined) | -11.9%
O=C(O)c1ccc(CSC2CCCCC2)cc1 | 3.2%
C=CCOc1c(Br)cc(CNCCCN2CCOCC2)cc1OC | 0.8%[76.3 µM]
Cc1ccc(S(=O)(=O)NC(=O)c2ccc(F)cc2)c(C)c1 | 0.6%[76.3 µM]
COc1ccc(CNC(=S)NCc2ccc(Cl)cc2)cc1OC | 6.6%[76.3 µM]
CC(C)c1ccc(Nc2ccc(C(=O)O)cc2[N+](=O)[O-])cc1 | 3.8%
CCOc1cc(CN2CCN(c3ncccn3)CC2)ccc1OC | -15.0%[76.3 µM]
CCOC(=O)C(C)n1cnc2scc(-c3ccc(C)cc3)c2c1=O (centres undefined) | -11.0%[76.3 µM]
Cc1ccc(NC(=S)N2CCN(S(C)(=O)=O)CC2)cc1C | -4.1%[76.3 µM]
COc1ccc(/C=C(/NC(=O)c2ccccc2)C(=O)NC(Cc2c[nH]c3ccccc23)C(=O)O)cc1 (centres undefined) | -1.0%[76.3 µM]
COc1ccccc1N(CC(=O)NCCSc1ccccn1)S(=O)(=O)c1ccccc1 | 0.2%
CCN(C(=O)CSc1nnc(COc2cccc(C)c2)o1)c1nc(C)cs1 | 3.3%
CN(Cc1cnccn1)C(=O)CC1C(=O)NCCN1Cc1ccc(F)cc1Cl (centres undefined) | -2.1%[76.3 µM]
O=C(Cn1c(=O)c2cccn2c2cccnc21)N1CCN(c2ccccc2F)CC1 | -0.9%[76.3 µM]
COc1ccc(-c2csc3ncnc(N4CCN(c5ccc(OC)cc5)CC4)c23)cc1 | 0.4%[76.3 µM]
CCOc1ccccc1N(C)S(=O)(=O)c1ccc2[nH]cc(C(=O)N(CCOC)CCOC)c(=O)c2c1 | 6.1%
CC(=O)c1cccc(-n2nnnc2SCC(=O)Nc2cc(C)on2)c1 | 1.5%

A portion from the list above:
SMILES | GAA glycogen
COc1ccc(CN2CCN(Cc3ccc(C(F)(F)F)cc3)CC2)cc1 | -4.8%[76.3 µM]
Cc1ccc(-c2csc(NC(=O)CN3CCOCC3)n2)cc1 | 0.6%
COc1ccc(CC(=O)OCC(=O)N2CCCC(C)C2)cc1 (centres undefined) | 2.8%
CCOc1ccccc1/C=N/n1c(COc2ccccc2)n[nH]c1=S | -29.3%
COc1ccc(-c2nc3ccccn3c2Cl)cc1 | -8.1%
O=C(NCCN1CCN(c2ccccc2)CC1)Nc1ccc(Cl)cc1 | -12.4%
COCCN(C(=O)CSc1nnc(-c2ccc(Cl)cc2)o1)c1c(N)n(CC(C)C)c(=O)[nH]c1=O | -2.1%[76.3 µM]

Additional compounds.
SMILES | GAA glycogen
O=C(O)c1ccc(N2C(=O)CC(N3CCN(c4cccc(C(F)(F)F)c4)CC3)C2=O)cc1 (centres undefined) | 2.8%[76.3 µM]
O=C(Nc1cccc(CNCCc2c[nH]c3ccccc23)c1)c1ccccc1Cl | 0.7%
COC(=O)c1ccccc1NC(=O)Nc1cc(C(C)(C)C)on1 | 3.7%[76.3 µM]
CN1C(=O)C(c2ccccc2[N+](=O)[O-])C(=O)c2ccccc21 (centres undefined) | 0.5%
CCCCc1ccc(NC(=O)Nc2c(C)n(C)n(-c3ccccc3)c2=O)cc1 | 0.7%[76.3 µM]
O=C(Nc1ccccc1N1CCOCC1)c1ccc(OCc2cscn2)cc1 | 11.2%
O=C(Nc1cccc(C(=O)O)c1)/C(=C\c1ccco1)NC(=O)c1ccc(Br)o1 | -8.9%
Cc1cccc(NC(=O)CSc2cccc3cccnc23)c1C | -8.1%[76.3 µM]
COC(=O)c1cn(CCC#N)nc1-c1ccc2ccccc2c1 | 0.3%[76.3 µM]
CC(C(=O)OCC(=O)c1ccc([N+](=O)[O-])cc1)N1C(=O)C2C3C=CC(C3)C2C1=O (centres undefined) | 4.3%[76.3 µM]
Cc1cccc(C(=O)Nc2cccc3cccnc23)c1 | -14.0%[76.3 µM]
O=C(Nc1ccc(F)c(F)c1)C1CCCN1S(=O)(=O)c1ccc(F)cc1 (centres undefined) | 3.0%[76.3 µM]
Cc1ccc(S(=O)(=O)NCCC(=O)Nc2cc(F)ccc2C)cc1C | 0.6%
Cc1ccc(N2CCN(S(=O)(=O)c3ccc4oc(=O)ccc4c3)CC2)c(C)c1 | 5.0%
COc1ccc(C(C(=O)NC2CCCC2)N(CCC(C)C)C(=O)CCC(=O)Nc2cc(C)on2)cc1 (centres undefined) | 1.2%
CSc1ccccc1C(=O)N1CCCC(CNC(=O)c2ccc(F)cc2)C1 (centres undefined) | -2.2%[76.3 µM]
CCC1=NN(C(=O)c2cccc([N+](=O)[O-])c2)C(O)(c2ccc(C)cc2)C1 (centres undefined) | 5.1%[76.3 µM]
CCOc1ccc(-n2nnnc2SCC(=O)NC2CCCC2)cc1 | 3.6%
CCCOC1CCCN(C(=O)c2cc(COc3c(F)cccc3F)on2)C1 (centres undefined) | -4.9%[76.3 µM]
O=C(CCCn1cnc2ccccc2c1=O)Nc1ccccc1F | 1.8%
O=S(=O)(Cc1ccccc1)Nc1cccc(F)c1 | -5.9%[76.3 µM]
COC(=O)c1c(NC(=O)C(C)C)sc2c1CCN(Cc1ccccc1)C2 | 21.0%[76.3 µM]
O=C(O)COc1ccc(NC(=O)C(c2ccccc2)c2ccccc2)cc1 | -6.4%[76.3 µM]
S=c1[nH]nc(-c2ccc(Br)cc2)n1-c1ccc(Br)cc1 | -16.6%[76.3 µM]

These rows are one share of the data; count on the stated rates, not on these rows.
